Bioassay records deposited in PubChem BioAssay by several laboratories.
LYP phosphatase: inhibitors of LYP phosphatase, biochemical, fluorescence intensity, uHTS (AID 1779); inhibition, % at 11.5 µM; hits with a dose series show IC50 in µM; recombinant LYP phosphatase, fluorescence intensity; higher % means a stronger effect; 290,000 tested, 0.054% active;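 also: plate controls were vehicle with enzyme for no effect and no enzyme for full effect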
HIV fusion peptide: inhibitors of HIV fusion peptide binding, primary screen, biochemical, uHTS, fluorescence dequenching (AID 1986). inhibition, % at 20 µM; hits with a dose series show IC50 in µM. cell-free peptide binding, fluorescence dequenching, 30 min; higher % means a stronger effect. 290,000 tested, 0.3% active; in the data active = inhibition mostly above about 52%, no sharp cut-off; inactive = mostly below about 76%; also: some results filed as inactive read as strong as hits
NS5 inhibitors: Dengue-2 NS5 methyltransferase inhibitors, primary screen, biochemical, confirmation dose response (AID 588689); Genome polyprotein (Dengue virus type 2 (strain 16681-PDK53)); Dengue-2 NS5 methyltransferase capping enzyme assay, biochemical; higher % means a stronger effect; inhibition, % at 25 µM; hits with a dose series show IC50 in µM; 340,000 tested, 0.3% active; in the data active = a potency from the dose series; inconclusive = inhibition above about 29% without an active follow-up result
XIAP antagonists: XIAP antagonists, biochemical, IAP family, fluorescence polarization (AID 1018) | 200,000 tested, 0.007% active | XIAP BIR domain, fluorescence polarization peptide displacement; higher % means a stronger effect | displacement, % at 20 µM, or IC50 in µM where a hit was titrated; in the data active = displacement above about 50%; also: a part of the inactive calls stands beside numbers as strong as those of hits
HEK293 NOD2/NF-kB: NOD2 signaling inhibitors, cell-based, luminescence, uHTS, HEK293 (AID 1566) | 290,000 tested, 0.63% active | HEK293 NOD2/NF-kB luciferase reporter, luminescence; higher % means a stronger effect | one-dose inhibition, % at 4 µM; EC50 in µM for titrated hits; also: many of its hits are not listed in these tables
SIAH1 antagonists: Siah-1 peptide-binding antagonists, primary screen, biochemical, fluorescence polarization, rhodamine-plectin, uHTS (AID 1817) | 290,000 tested, 0.02% active | displacement, % at 20 µM, or IC50 in µM where a hit was titrated | E3 ubiquitin-protein ligase SIAH1 (Homo sapiens) | Siah-1 / rhodamine-plectin peptide fluorescence polarization; higher % means a stronger effect;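 active = displacement of at least 50% at 20 µM, with a fluorescence ratio check between 0.3 and a set limit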;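 also: plate controls were Siah plus tracer with DMSO for no effect and tracer alone without Siah for full effect; strong numbers were not always called active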
Myeloid diff 2: induction of myeloid progenitor differentiation, primary screen, cell-based, flow cytometry, MLPCN library; ER-HoxA9 myeloid progenitors, lysozyme-GFP differentiation; calls only at 10 µM; 360,000 tested, 1% active; AID 624256, 2012;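 active = normalized GFP-positive differentiation at or above the plate's own cutoff, the solvent-only control mean plus 3 SD; inconclusive = no clear call, values can overlap the other calls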;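 also: cells exposed to compound for four days before flow analysis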
Hep lipid drop: inhibitors of hepatocyte lipid droplet formation, primary screen, imaging, high-throughput imaging, BODIPY stain; inhibition, % at 6.5 µM; AID 1656, 2009; AML12 mouse hepatocytes, oleate lipid droplets; 240,000 tested, 0.4% active;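 active = lipid droplet intensity inhibited by at least 50%, with more than 500 cells counted; inconclusive = wells with under 300 cells, treated as cytotoxic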
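Test system: AML12 hepatocytes (mouse); reagent: oleate loading, 100 µM; dosing: one dose, 6.5 µM compound; incubation: overnight exposure; signal: fluorescence imaging, 20x objective, two fields per well; read-out basis: % inhibition of corrected integrated BODIPY droplet signal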
AID2073: inhibitors of Mint1-CaV2.2 protein interaction, biochemical, HTRF (AID 2073); Voltage-dependent N-type calcium channel subunit alpha-1B (Homo sapiens); HTRF protein-protein interaction, Mint1-CaV2.2; higher % means a stronger effect; inhibition, % at 20 µM, or IC50 in µM where a hit was titrated; 290,000 tested, 0.19% active; in the data active = inhibition mostly above about 51%, no sharp cut-off; inconclusive = no clear call, values can overlap the other calls; inactive = mostly below about 53%; also: some results filed as inactive read as strong as hits
Hep lipid drop cells 6.5 µM: further read-out of Hep lipid drop, marked with its call; cell count; measured here: cell count, cytotoxicity flag;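 cells counted across two imaged fields per well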
NS5 inhibitors pilot replicate: also measured in NS5 inhibitors; calls as there; inhibition, %; measured here: pilot screen replicate inhibition
Myeloid diff 2 GFP+ MAC1+ %: further read-out of Myeloid diff 2, marked with its call; GFP+ MAC1+ double positive, %; measured here: differentiation confirmed by MAC1 staining
* = called active by the depositor; i = inactive; ? = inconclusive; nt = not tested or not shown. Rule as the data show it, unless noted: active = inhibition above about 50%; inactive = the rest.

SMILES	LYP phosphatase	HIV fusion peptide	NS5 inhibitors	XIAP antagonists	HEK293 NOD2/NF-kB	SIAH1 antagonists	Myeloid diff 2	Myeloid diff 2 GFP+ MAC1+ %	Hep lipid drop	Hep lipid drop cells 6.5 µM	AID2073	others
COCCN(C(=O)c1csnn1)C(C(=O)NC1CCCC1)c1ccccc1F (configuration not stated)	-10%	0.7%	-3%	nt	-8%	9%	i	0.8	12	833	-5%
Cc1cc(SCc2ccc(Cl)cc2)nc(=O)[nH]1	-5%	2.5%	-8%	nt	-6%	10%	i	1.6	2	698	13%
O=C(c1cc(-c2ccco2)on1)N1CCc2ccccc2C1	1%	-4.5%	-10%	0.7%	2%	7%	i	9.5	nt	nt	26%
Cc1ccc(S(=O)(=O)NC(=O)NCCCN2CCOCC2)cc1	-5%	-0.4%	-2%	nt	8%	1%	i	0.4	-9	828	6%
CC(=O)NCC(c1cccs1)S(=O)(=O)c1ccc(F)cc1 (configuration not stated)	-13%	0.3%	-7%	nt	13%	-6%	i	5.5	4	756	0%
CN(C)c1nc(N)nc(Cn2ccnc2)n1	-2%	-1.3%	-2%	-1.7%	-11%	0%	i	1.1	-10	744	-3%
CCn1nc(NS(=O)(=O)c2ccc([N+](=O)[O-])cc2)c2cc3cccc(C)c3nc21	-1%	25%	12%	nt	nt	-5%	i	4.8	-4	724	2%
CC1CCN(C(=O)c2ccc(NS(=O)(=O)c3ccccc3)cc2)CC1	-3%	-1.2%	-9%	nt	-14%	-5%	i	0.8	17	811	7%
CC(C)=NOCC(=O)Nn1c(COc2c(C)cccc2C)nc2ccccc2c1=O	-8%	-1.8%	-8%	nt	-14%	-5%	i	0.4	-18	823	6%
CC(C)N1C(=O)CCC1C(=O)N1CCN(c2ccccn2)CC1 (configuration not stated)	0%	1.9%	1%	-2.7%	7%	3%	i	2.4	-2	763	1%
Cc1ccc(C(=O)C(NC(=O)c2ccco2)N2CCOCC2)cc1 (configuration not stated)	1%	0.2%	-3%	-3.4%	-6%	-2%	i	1.8	4	770	-7%
COCCN(C(=O)c1snc(C(N)=O)c1N)C(C(=O)NC1CCCCC1)c1ccc(N(C)C)cc1 (configuration not stated)	-6%	-0.6%	-7%	nt	17%	-2%	i	0.6	nt	nt	4%
CCOc1cccc(Oc2ccc(C(F)(F)F)cn2)c1	4%	-0.4%	-3%	-8.0%	-7%	0%	i	7.5	1	670	0%
Cc1cc(=O)oc2c(CN3CCC(C)CC3)c(O)c(Cl)cc12	-48%	27%	?	34%	1%	15%	i	1.7	0	714	18%
COc1ccc(OCCN2CCN(C(=O)c3ccc(OC(F)F)c(OC)c3)CC2)cc1	-2%	-0.1%	3%	nt	14%	1%	i	1.9	-17	766	3%
O=C(Cc1ccccc1)Nc1ccccc1C(=O)Nc1ccc(C(=O)O)cc1	-11%	2.3%	nt	0.3%	25%	-3%	i	0.3	0	722	12%
CN1CCN(c2nnc(-c3ccc(Cl)cc3)c3ccccc23)CC1	0%	1.3%	0%	nt	-12%	7%	i	0.5	-1	823	?
COc1cc(OC)c(/C=N/NC(=O)c2ccncc2)c(OC)c1	-5%	2.3%	8%	nt	0%	4%	i	0.8	-10	819	6%
Cc1ccc(/C=C2\CC(C)CC3=C2NC(=S)NC3c2ccc(C)cc2)cc1 (configuration not stated)	-2%	1.3%	9%	nt	-10%	5%	i	0.8	0	717	-9%
CCn1cc(C(=O)N2CCN(c3cccc(C)c3C)CC2)c(=O)c2ccc(C)nc21	-1%	0.9%	-4%	nt	7%	2%	i	0.1	-1	674	29%
COc1ccc(NC(=O)NNC(=O)c2ccccc2-n2cccc2)cc1OC	4%	-0.2%	-20%	-5.2%	-5%	-1%	i	0.6	-12	670	0%
CCOc1ccc(NC(=O)CN(C)CC(=O)Nc2cc(Cl)ccc2C#N)cc1OCC	-7%	-0.4%	3%	-4.3%	-14%	0%	i	0.9	7	736	-5%
CSc1cccc(NC(=O)CC2Oc3ccccc3NC2=O)c1 (configuration not stated)	-5%	0.7%	-3%	nt	12%	7%	i	0.3	-34	717	8%
COCc1ccc(C(=O)N2CCC(CCC(=O)Nc3cccc(C)c3)CC2)s1	-9%	0.8%	-1%	nt	-4%	10%	i	1.1	-14	652	-12%
CCOC(=O)C1=C(N)OC2=C(C(=O)CCC2)C1c1ccccc1OCC (configuration not stated)	-7%	-0.7%	1%	-6.3%	12%	3%	i	0.8	nt	nt	3%	NS5 inhibitors pilot replicate=-5.5
Oc1ccc(-c2csc(Nc3ccccn3)n2)cc1	-6%	-1.6%	3%	nt	-94%	-6%	i	0.2	-5	818	-13%
Cc1cccc(N(CC(=O)NCC2CCCO2)C(=O)CNS(=O)(=O)c2ccc(Cl)cc2)c1 (configuration not stated)	-9%	0.4%	7%	nt	7%	-7%	i	2.4	-31	777	1%
CCCC(=O)O[C@@H]1C[C@@H](C)N(C(=O)c2ccccc2)c2ccc(C)cc21	-6%	1.8%	0%	-1.7%	14%	0%	i	0.7	nt	nt	-3%
COc1ccc(N/C(N)=N/c2nc(CSc3nnc(C)s3)cc(=O)[nH]2)cc1	-6%	-0.6%	-4%	-9.5%	-38%	-3%	i	0.5	6	717	-11%
COc1ccc(N2Nc3n[nH]c(N)c3N2)cc1	6%	0.8%	-16%	-5.8%	-31%	-3%	i	0.9	-2	750	23%
CCN1CCN(c2ccc(S(=O)(=O)N3CCCCC3)cc2NC(=O)Cc2c(Cl)cccc2Cl)CC1	-6%	-0.7%	-5%	nt	0%	5%	i	1.6	-1	704	-4%
O=S(=O)(c1cc(Cl)ccc1Cl)N1CCCC1	-7%	-1.6%	-2%	-6.1%	-8%	-6%	i	0.4	-4	761	-8%
O=C(NC1CC1)c1ccc(COc2ccc(F)cc2)o1	0%	1.5%	-2%	-0.6%	6%	0%	i	0.7	nt	nt	11%
NS(=O)(=O)c1cc(C(=O)OCC(=O)Nc2ccccc2[N+](=O)[O-])ccc1Cl	-4%	-0.4%	-6%	-18%	3%	-1%	i	0.2	13	648	-5%
COc1ccc(C2CC(c3ccc(Br)cc3)=NN2C(=O)CN2CCCC2)cc1 (configuration not stated)	-3%	1.7%	8%	nt	8%	14%	i	0.3	3	683	-1%
c1ccc(N2CCN(CC3CCCCC3)CC2)cc1	-4%	0.6%	0%	nt	-21%	3%	i	0.6	3	835	-1%
O=C(NC(=S)Nc1nc2ccccc2s1)c1cccs1	1%	15%	-1%	-3.8%	-73%	6%	i	0.8	26	610	-3%
O=C(CSc1nccc(=O)[nH]1)Nc1ccc(N2CCOCC2)c(Cl)c1	-9%	0.8%	5%	nt	0%	6%	i	0.5	3	798	-1%
CN(Cc1ccccc1)C(=O)c1ccc(NC(=O)C2=CSCCO2)cc1	-1%	0.1%	-2%	nt	17%	-8%	i	0.4	22	673	5%
Cc1cc(-c2nnc(SCC(=O)Nc3ccccc3C)n2N)n[nH]1	-10%	0.2%	-12%	nt	9%	5%	i	2.1	19	684	18%

Part of the list above in order of molecular weight, ascending:
SMILES	LYP phosphatase	HIV fusion peptide	NS5 inhibitors	XIAP antagonists	HEK293 NOD2/NF-kB	SIAH1 antagonists	Myeloid diff 2	Myeloid diff 2 GFP+ MAC1+ %	Hep lipid drop	Hep lipid drop cells 6.5 µM	AID2073	others
CN(Cc1ccccc1)C(=O)c1ccc(NC(=O)C2=CSCCO2)cc1	-1%	0.1%	-2%	nt	17%	-8%	i	0.4	22	673	5%
O=C(CSc1nccc(=O)[nH]1)Nc1ccc(N2CCOCC2)c(Cl)c1	-9%	0.8%	5%	nt	0%	6%	i	0.5	3	798	-1%
CCN1CCN(c2ccc(S(=O)(=O)N3CCCCC3)cc2NC(=O)Cc2c(Cl)cccc2Cl)CC1	-6%	-0.7%	-5%	nt	0%	5%	i	1.6	-1	704	-4%

The results go on:
SMILES	LYP phosphatase	HIV fusion peptide	NS5 inhibitors	XIAP antagonists	HEK293 NOD2/NF-kB	SIAH1 antagonists	Myeloid diff 2	Myeloid diff 2 GFP+ MAC1+ %	Hep lipid drop	Hep lipid drop cells 6.5 µM	AID2073	others
N#Cc1c(N)n(-c2ccc(N)cc2)c2nc3ccccc3nc12	-3%	-1.8%	-13%	nt	3%	3%	i	0.2	9	726	4%
CSc1ccc(/C=C(/NC(=O)c2ccco2)C(=O)N2CCOCC2)cc1	0%	-0.7%	-4%	nt	-4%	7%	i	1.1	-10	682	7%
CCOC(=O)N1CCC(NC(=O)Cn2cc3c(n2)CCCCC3)CC1	-1%	-0.2%	-11%	-3.0%	-18%	-2%	i	2.1	-4	646	-1%
Cc1ccccc1C(=O)NC1CCN(CC(=O)Nc2ccccc2Cl)CC1	-6%	2.2%	0%	nt	6%	3%	i	0.4	-1	787	5%
CC(=O)N/C(=C\c1ccccc1Cl)C(=O)O	2%	2.7%	3%	-2.8%	21%	2%	i	1.4	6	748	4%
c1ccc(-c2nnc(N3CCOCC3)c3ccccc23)cc1	-1%	-0.9%	nt	-1.1%	5%	-4%	i	0.2	20	736	-2%
COc1ccc(C(=O)NC2(C(F)(F)F)NC(=O)N(CCCc3ccccc3)C2=O)cc1OC (configuration not stated)	2%	0.0%	-6%	-22%	18%	-3%	i	0.0	1	677	-3%
C=CCCCCCCCCC(=O)Nc1c[nH]c(=O)[nH]c1=O	-4%	-1.9%	0%	-0.7%	1%	-2%	i	0.6	nt	nt	-2%
OCCNc1nc(-c2ccccc2)c2cc(Br)ccc2n1	-6%	3.1%	1%	nt	8%	5%	i	0.4	nt	nt	23%
COc1cccc(C(=O)CC(C#N)c2ccc(F)cc2)c1 (configuration not stated)	-5%	1.0%	-4%	nt	1%	-1%	i	0.6	-15	798	5%
CC(C)n1c(C(F)(F)F)nc2cc(C(=O)N3CCOCC3)ccc21	-6%	-0.6%	-9%	nt	-8%	0%	i	0.4	1	774	9%
CC(/C=C/c1ccco1)=N/NC(=O)c1ccccc1Cl	-5%	3.9%	-8%	-3.7%	-22%	-1%	i	2.0	nt	nt	-2%
Cc1ccc(OS(=O)Nc2cccc3nccnc23)cc1 (configuration not stated)	-2%	-1.5%	3%	-15%	2%	2%	i	15	nt	nt	-4%
O=C1N[C@@H](Cc2ccccc2)[C@@H](c2ccco2)O1	-6%	1.2%	-10%	nt	16%	0%	i	2.4	-18	747	0%
CCOC(=O)c1ccccc1NC(=O)/C=C/C(=O)O	-14%	-0.5%	-4%	5.4%	5%	-4%	i	0.7	-27	561	3%
O=C(N1CCOCC1)N(Cc1cccs1)C1CCCC1	-8%	1.9%	-1%	-2.1%	8%	0%	i	0.9	nt	nt	5%

Some of the compounds tested; rates above refer to the full screens.
